From PubChem
GAA glycogen – alters human alpha-glucosidase cleavage of glycogen | P10253 | recombinant GAA, glycogen substrate, Amplex Red glucose oxidase fluorescence | Potency, µM (highest dose often 76.4 µM), for inactives: top-dose activity change, negative = inhibition, usual class: inhibitors | 0.38% of 300,000 active; active = well fitted inhibition curve with a large enough effect;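 also: 0% = full enzyme reaction and -100% = no-enzyme basal signal; the screen sought inhibitors and activators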
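qHTS, 1536-well; enzyme 4 nM final; cpd up to 77 uM; substrate bovine liver glycogen 30 ug; 50 mM citrate/phosphate pH 5.0, 0.01% Tween-20; 37 C, 40 min; Amplex Red detection 45 min RT; Hill fit → AC50.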
An asterisk follows results filed as active; & = joins results of further samples; [ ] = another dose, or the depositor's remark. Potency is read from the fitted curve at half-maximal effect. Some of the compounds tested. The share of hits here may be higher or lower than overall.

| Molecule | GAA glycogen |
| --- | --- |
| CCOC(=O)c1cccc(NC(=O)c2cc3ccccc3o2)c1 | -14%[76.3 µM] |
| O=C(COc1ccccc1)NC1C(=O)N2C(C(=O)O)=C(Cl)CSC12 (configuration not stated) | 3%[76.3 µM] |
| CCN1CCN(C(=O)c2cc3ccc(OC)cc3[nH]2)CC1 | -9% |
| Cc1ccc2c(c1)cc1c(=O)n(CC(=O)NCc3ccccn3)nc(C)n12 | -1%[76.3 µM] |
| CN(C)CCNC(=O)C(=O)Nc1cc2c3c(c1)CCN3C(=O)CC2 | 8%[76.3 µM] |
| O=C(NCc1ccccc1F)C1CCCN1S(=O)(=O)c1ccc(Cl)cc1 (configuration not stated) | 4%[76.3 µM] |
| O=C(O)c1ccc(NC(=O)c2cccc(C(=O)Nc3ccc(C(=O)O)cc3)c2)cc1 | 5% |
| CCC[n+]1c2ccccc2cc2ccccc21 | -2% |
| CCCNC(=O)c1cc(-c2ccc3c(c2)OCO3)on1 | -14% |
| Cc1ccc(C)c(NC(=O)CCN2CCN(c3ccccc3F)CC2)c1 | 4% |
| CCOc1ccc(NC(=O)CN2CCc3cc4c(cc3C2)OCCCO4)cc1OCC | -1%[76.3 µM] |
| COc1ccc(C)cc1NS(=O)(=O)c1ccc2c(c1)CCN2C(C)=O | 5% |
| CCOC(=O)c1ccc(S(=O)(=O)NC2CC2)cc1 | -7%[76.3 µM] |
| CCOC(=O)Cc1ccc(NC(=O)N2CCC(CN3CCC(C)CC3)CC2)cc1 | 3%[76.3 µM] |
| CCn1c(=O)c(C(=O)NCCCc2ccccc2)c(O)c2ccccc21 | -5%[76.3 µM] |
| O=C1C(=O)N(CCCn2ccnc2)C(c2ccc(Br)cc2)/C1=C(\O)c1ccc2c(c1)OCCO2 (configuration not stated) | -2%[76.3 µM] |
| CC(C)c1nc(SCC(=O)Nc2nccs2)c2ccccc2n1 | 1% |
| NS(=O)(=O)c1ccc(CCNC(=O)CNCCc2ccc(C(F)(F)F)cc2)cc1 | -6% |
| COc1ccc(CNC(=O)N2CCN(c3cccc(Cl)c3)CC2)cc1OC | 0% |
| CCn1ccnc1CNC(=O)C1CCC(=O)N(Cc2ccccc2F)C1 (configuration not stated) | -1%[76.3 µM] |
| Cc1c(CN2CCC(n3nccc3NC(=O)C3CC3)CC2)[nH]c2ccccc12 | -3%[76.3 µM] |
| COc1ccc(-c2nc3c(c(SC)n2)Cc2c(CO)cnc(C)c2O3)cc1 | -29%[76.3 µM] |
| CCN(C(=O)N1CCOCC1)c1ccccc1C | 3%[76.3 µM] |
| COc1cccc(CNC(=O)CCn2c(=O)c3cccn3c3cccnc32)c1 | 0%&14%[76.3 µM] |

11 entries out of the list, ordered by count of non-hydrogen atoms, high to low:
| Molecule | GAA glycogen |
| --- | --- |
| O=C1C(=O)N(CCCn2ccnc2)C(c2ccc(Br)cc2)/C1=C(\O)c1ccc2c(c1)OCCO2 (configuration not stated) | -2%[76.3 µM] |
| CCOc1ccc(NC(=O)CN2CCc3cc4c(cc3C2)OCCCO4)cc1OCC | -1%[76.3 µM] |
| NS(=O)(=O)c1ccc(CCNC(=O)CNCCc2ccc(C(F)(F)F)cc2)cc1 | -6% |
| COc1cccc(CNC(=O)CCn2c(=O)c3cccn3c3cccnc32)c1 | 0%&14%[76.3 µM] |
| COc1ccc(-c2nc3c(c(SC)n2)Cc2c(CO)cnc(C)c2O3)cc1 | -29%[76.3 µM] |
| CCn1c(=O)c(C(=O)NCCCc2ccccc2)c(O)c2ccccc21 | -5%[76.3 µM] |
| COc1ccc(C)cc1NS(=O)(=O)c1ccc2c(c1)CCN2C(C)=O | 5% |
| CC(C)c1nc(SCC(=O)Nc2nccs2)c2ccccc2n1 | 1% |
| CCCNC(=O)c1cc(-c2ccc3c(c2)OCO3)on1 | -14% |
| CCN(C(=O)N1CCOCC1)c1ccccc1C | 3%[76.3 µM] |
| CCC[n+]1c2ccccc2cc2ccccc21 | -2% |

Continued:
| Molecule | GAA glycogen |
| --- | --- |
| COc1cc(C)c(CN2CCSCC2)cc1C | -27%[76.3 µM] |
| CCOC(CNC(=O)C(=O)Nc1cc2c3c(c1)CCC(=O)N3CCC2)OCC | 2%[76.3 µM] |
| Cc1nn(CC(=O)N2CCN(c3cccc(Cl)c3)CC2)c(=O)c2c1sc1ccccc12 | -3%[76.3 µM] |
| Nc1nc(SCc2cccc([N+](=O)[O-])c2)n[nH]1 | 0% |
| C[n+]1cn(Cc2ccc(C#N)cc2)c2ccccc21 | 5% |
| O=C(NNC(=O)c1ccc(-c2ccccc2)cc1)Nc1ccccc1F | 2%[76.3 µM] |
| O=C(NC(=S)Nc1ccc(N2CCOCC2)cc1)c1cccc(Cl)c1Cl | -5%[76.3 µM] |
| O=C(CN(c1ccccc1)S(=O)(=O)c1ccc(Cl)cc1)Nc1cccnc1 | 2% |
| O=C(Nc1ccccc1)c1cccc2c(=O)c3c([nH]c12)CCCC3 | -15%[76.3 µM] |
| CC(C)CC(=O)Nc1cc2c3c(c1)CCN3C(=O)CC2 | -2%[76.3 µM] |
| CCCCOc1ccc(C(=O)Nc2cccc(-c3nc4cccnc4s3)c2)cc1 | 5%[76.3 µM] |
| CCOC(=O)/C(=C\c1ccc(OC)c(OC)c1)C(=O)c1cccnc1 | 10% |
| CN(Cc1ccon1)C(=O)CC1C(=O)NCCN1Cc1cccc(F)c1F (configuration not stated) | 0%[76.3 µM] |
| Cc1cc(C)n(CC(O)COc2ccc(Cl)cc2)n1 (configuration not stated) | -3%[76.3 µM] |
| Cc1ccccc1C(=O)Nc1ccc(C(=O)O)cc1NC(=O)c1ccccc1C | -4% |
| O=C(COc1ccccc1Cl)NC(=S)Nc1ccccc1N1CCCC1 | -21%[76.3 µM] |
| COc1ccc(CCNC(=O)Cn2nnc(C(=O)Nc3cc(C)ccc3C)c2N)cc1OC | -3%[76.3 µM] |
| COc1ccccc1N1CCN(c2nc(C)cc(C)c2C#N)CC1 | -3%[76.3 µM] |
| CC1CCCN(Cc2c(O)ccc3c(=O)c(-c4ccc(Cl)cc4)coc23)C1 (configuration not stated) | 1% |
| Cc1ccc(Cl)cc1N1C(=O)CC(C)(C)CC1=O | -16% |
| CC(NC(=O)c1cccc(Cl)c1)C1CC2CCC1C2 (configuration not stated) | 2% |
| O=C(Nc1ccccc1C(=O)O)c1cccc(C(=O)Nc2ccccc2C(=O)O)c1 | 5%[76.3 µM] |
| COc1ccc(Cl)cc1NC(=O)c1cccc(N2C(=O)C3CC=CCC3C2=O)c1 (configuration not stated) | 4%[76.3 µM] |
| COc1ccc(/C=C/c2onc(C)c2S(=O)(=O)N2CCC(C(=O)N3CCCCCC3)CC2)cc1 | -9%[76.3 µM] |
| COc1cccc(CN2CCc3nc(SCC(=O)Nc4ccccc4)[nH]c(=O)c3C2)c1 | 8%[76.3 µM] |
| CCCC[C@@H](CNC)NC[C@H](NCCCCC1CCCCC1)C(C)C | -7%[76.3 µM] |
| COc1ccccc1CCCNC(=O)C1CCC(=O)N(CCc2cccc(F)c2)C1 (configuration not stated) | 0%[76.3 µM] |
| COc1ccc(C(=O)Nc2ccnn2C2CCN(C(=O)C3CCOC3)CC2)cc1 (configuration not stated) | -10%[76.3 µM] |
| CC(C)=CCCC(C)CN1CCC(n2nccc2NC(=O)c2ccccc2)CC1 (configuration not stated) | -11%[76.3 µM] |
| CC(C)[C@@H](C(=O)N1CCCC1)N1C(=O)N2CCc3c([nH]c4ccccc34)[C@@]2(C)C1=O | 16%[76.3 µM] |
| COc1ccccc1C(=O)NCCC(=O)NCC(c1ccccc1)N(C)C (configuration not stated) | -14%[76.3 µM] |
| CC(CNC(=O)CN1C(=O)COc2ccc(S(=O)(=O)N3CCCCCC3)cc21)c1ccccc1 (configuration not stated) | -10%[76.3 µM] |
| FC(F)(F)c1ccccc1CNCc1ccc2c(c1)OCO2 | 1% |
| COc1ccc2cc(-c3ccn[nH]3)ccc2c1 | -11% |
| Cc1ccc(NC(=O)C2CCCN(S(=O)(=O)c3c(C)noc3/C=C/N(C)C)C2)c(C)c1 (configuration not stated) | 0%[76.3 µM] |
| CC(C)Cc1ccc(C(=O)Nc2ccc(Cc3ccncc3)cc2)o1 | -7%[76.3 µM] |
| CCc1cccc(NC(=O)Nc2cn(C)c(=O)c3ccccc23)c1 | 5%[76.3 µM] |
| CCCC(NC(=O)Cc1c(C)c2cc3c(C)c(C)oc3c(C)c2oc1=O)C(=O)N[C@@H](Cc1ccccc1)C(=O)O (some centres not stated) | -6%[76.3 µM] |
| O=C(O)[C@@H]1CCCN1S(=O)(=O)c1cccc(S(=O)(=O)N2CCC[C@H]2C(=O)O)c1 | -4%[76.3 µM] |
| O=C1CCN(Cc2ccccc2)CCN1CCOc1ccccc1 | -6%[76.3 µM] |
| CCOc1ccc(OCCC(=O)OCC(=O)NC2CCCCC2)cc1 | 4%[76.3 µM] |
| CCN1CCN(CC(=O)N/N=C/c2cc(Br)cs2)CC1 | -17%[76.3 µM] |
| CC(NS(=O)(=O)c1ccc(OCC(=O)N2CCCC2)cc1)c1ccccc1 (configuration not stated) | -7% |
| CSc1ccc(CNC(=O)C2Cc3cc(S(=O)(=O)N4CCCC4)ccc3N2C(C)=O)cc1 (configuration not stated) | -2%[76.3 µM] |
| O=C(c1ccccc1)c1cc2ccccc2oc1=O | -5% |
| O=C(c1ccc(Cl)c(Cl)c1)N1CCN(c2ccccn2)CC1 | 1%[76.3 µM] |
| Cn1cc(Cl)c(C(=O)OCC(=O)Nc2ccc(S(N)(=O)=O)cc2)n1 | 10%[76.3 µM] |
| NC(=O)NC(Cc1ccccc1)C(=O)NCCCSc1ccccc1 (configuration not stated) | -5%[76.3 µM] |
| O=C(Nc1ccc(O)cc1)c1ccc2c(c1)C(=O)N(N1C(=O)c3ccccc3C1=O)C2=O | -11%[76.3 µM] |
| CN(/N=C/c1cc(Cl)ccc1O)C1=NS(=O)(=O)c2ccccc21 | 10% |
| O=C(c1cc(F)c(F)cc1Cl)N1CCN(CCc2ccccc2)CC1 | 9%[76.3 µM] |
| COc1cc(NC(=O)C2CCN(S(=O)(=O)c3ccc(N4CCCC4=O)cc3)CC2)cc(OC)c1 | -22%[76.3 µM] |
| Cc1nc2ccc(Br)cc2c2c1CC(CBr)O2 (configuration not stated) | 7%[76.3 µM] |
| COc1cccc(CC(=O)Nc2cccc3ccccc23)c1 | -2% |
| O=C(Nc1ccccc1Cl)NC1(C(=O)NCC2CCCO2)CCCCC1 (configuration not stated) | 1%[76.3 µM] |
| CC1(C)Oc2ccc(C(=O)N/N=C/c3ccc(O)cc3)cc2NC1=O | 2% |
| CCc1cc2c(=O)n(-c3ccccc3)c(SCC(N)=O)nc2s1 | 9%[76.3 µM] |
| O=C(CN1C(=O)CCSc2ccc(S(=O)(=O)N3CCOCC3)cc21)Nc1ccccc1Cl | 2%[76.3 µM] |
| CSc1cc(-c2ccncc2)nc(-c2ccc(Cl)cc2)c1 | -1% |
| CC(C)N(Cc1ccccc1)S(=O)(=O)c1cccs1 | 3% |

(cont.)
| Molecule | GAA glycogen |
| --- | --- |
| CCn1c(SCC(=O)N2CCCCCC2)nc2c(c1=O)SCC2 | 2%[76.3 µM] |
| CCC1CN(C(=O)NCc2ccccc2)c2cc(C)ccc2O1 (configuration not stated) | -2% |
| CC(=O)Cn1cnc2c(cnn2-c2ccc(C)c(C)c2)c1=O | 3% |
| CCc1ccc(NC(=O)CCNS(=O)(=O)c2cccs2)cc1 | -4% |
| O=C(Nc1nc2c(Cl)cccc2s1)c1ccc([N+](=O)[O-])o1 | 2%[76.3 µM] |
| CC(NC(=O)c1cc(-c2ccncc2)nc2ccc(Cl)cc12)C1CCCO1 (configuration not stated) | -6%[76.3 µM] |
| O=C(Nc1nnc(S(=O)(=O)N2CCCCC2)s1)c1ccc(F)cc1 | -2%[76.3 µM] |
| C=CCC1(C(=O)NCCO)CCN(C(=O)OC(C)(C)C)CC1 | 18%[76.3 µM] |
| O=C(O)c1cc(-c2ccccc2)n(-c2ccc(Cl)cc2Cl)n1 | 0% |
| CC(=O)N1CCC2(CC1)OC(=O)C(C)=C2C(=O)Nc1cc(C)ccc1C | 12%[76.3 µM] |
| CCOC(=O)N1CCC(NC(=O)CC2C(=O)NCCN2Cc2ccc(C)cc2)CC1 (configuration not stated) | -2%[76.3 µM] |
| Cc1ccccc1NC(=O)CSc1nnc(-c2ccccn2)o1 | -3%[76.3 µM] |
| O=C(NN(c1ccccc1)c1ccccc1)c1ccccc1F | 10%[76.3 µM] |
| Cc1nonc1NC(=O)CSc1nc2ccccc2o1 | -5% |
| CC(C)c1ccc(NC2CCCN(C(=O)c3ccsc3)C2)cc1 (configuration not stated) | -8%[76.3 µM] |
| CCOC(=O)N1CCC(N2C(=O)c3ccc(C(=O)NCCC(C)C)cc3C2=O)CC1 | 1% |
| Cc1ccc(-c2cn3c(n2)sc2cc(C(=O)NCCCc4ccccc4)ccc23)c(C)c1 | 14%[76.3 µM] |
| CN(C)c1ccc(NC(=O)Cc2ccccc2)c2ccccc12 | -16% |
| COc1ccccc1NC(=O)NN1CCCCC1 | -12% |
| CC(C)(C)c1ccc(C(=O)NC2CCS(=O)(=O)C2)cc1 (configuration not stated) | -4% |
| O=S(=O)(c1cccs1)N1CCN(c2ccccc2F)CC1 | 5% |
| COc1ccc(N(Cc2cc(=O)[nH]c3ccccc23)C(C)=O)cc1 | -7% |
| CCOC(=O)c1ccc(NC(=O)N2CCc3ccccc3C2)cc1 | -9%[76.3 µM] |
| Cc1nc(Nc2ccccc2)sc1C(=O)c1ccc(F)cc1 | -8% |
